ABCB6 inh MLPCN: inhibitors of human ABC transporter ABCB6; Q9NP58; K562-ABCB6 porphyrin accumulation, flow cytometry, 1 h; hits give low values; fluorescence ratio to DMSO, % at 10 µM; 360,000 compounds, 0.19% hits; AID 602162;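 active = fluorescence ratio to DMSO below 75%, the collection mean minus 3 SD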;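 note: signal is porphyrin accumulated inside mitochondria; 100% equals median channel fluorescence of DMSO control wells; lower ratio means ABCB6 inhibition with less porphyrin fluorescence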
Target sequence (Q9NP58 whole entry, looked up): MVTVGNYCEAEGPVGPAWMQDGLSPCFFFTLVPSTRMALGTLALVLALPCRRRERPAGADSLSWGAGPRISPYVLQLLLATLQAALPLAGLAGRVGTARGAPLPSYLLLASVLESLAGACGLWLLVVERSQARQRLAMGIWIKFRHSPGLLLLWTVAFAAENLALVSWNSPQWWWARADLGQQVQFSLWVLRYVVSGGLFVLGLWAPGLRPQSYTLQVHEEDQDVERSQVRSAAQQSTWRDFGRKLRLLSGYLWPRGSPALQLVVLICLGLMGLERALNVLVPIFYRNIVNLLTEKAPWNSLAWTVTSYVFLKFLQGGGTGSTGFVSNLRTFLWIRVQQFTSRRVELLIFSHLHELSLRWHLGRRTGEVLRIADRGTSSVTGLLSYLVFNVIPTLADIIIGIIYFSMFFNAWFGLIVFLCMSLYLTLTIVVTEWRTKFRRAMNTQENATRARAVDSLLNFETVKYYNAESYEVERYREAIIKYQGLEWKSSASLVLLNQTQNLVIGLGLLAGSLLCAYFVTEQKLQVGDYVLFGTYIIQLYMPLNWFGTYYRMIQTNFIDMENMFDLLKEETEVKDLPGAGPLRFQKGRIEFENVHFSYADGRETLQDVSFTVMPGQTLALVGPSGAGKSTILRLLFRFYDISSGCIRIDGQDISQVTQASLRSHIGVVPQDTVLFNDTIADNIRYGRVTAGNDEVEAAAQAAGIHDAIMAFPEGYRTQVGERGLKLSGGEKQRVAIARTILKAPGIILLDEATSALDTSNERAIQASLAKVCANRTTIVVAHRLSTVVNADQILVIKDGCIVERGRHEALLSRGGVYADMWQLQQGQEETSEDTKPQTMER
aDG glyco act: alpha-DG glycosylation activation; 360,000 compounds, 0.22% hits; Pro5-aDG cells, alpha-DG glycosylation AlphaScreen (IIH6); 0% Pro5, 100% B10-LARGE cell signal; AID 624168; activation, % at 10 µM;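 active = activation of at least 8% versus controls, or a plate z-score of at least 8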;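 note: Pro5 are CHO cells carrying HIG-tagged alpha-DG that lacks glycosylation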
MC4R antagonist: blocks human MC4R cAMP signaling. AID 540295. MC4R-expressing cells, MTII-stimulated cAMP, LANCE TR-FRET. inhibition, % at 6.5 µM. P32245. 360,000 compounds, 0.48% hits;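 active = inhibition above its plate's cutoff, the mean of tested wells on that plate plus 3 SD, cut at about 29% in these data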;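 note: 0% = Melanotan II alone and 100% = Melanotan II plus saturating MCL0020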
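System: U2OS-MC4R stable cell line; Technique: Eu-cAMP/anti-cAMP TR-FRET, emission 671 nm; Repeats: single well per compound; Also added: Melanotan II; Dosing: one concentration, 6.5 µM nominal; Schedule: 30-min compound, 1-h challenge, 1-h detection, room temperature.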
Cardio protect: myocardial damage modulation in H9c2 cells. H9c2 cardiomyocytes, H2O2 injury protection, ATPLite, 2 h. protection from H2O2 cell death, % at 20 µM. 360,000 compounds, 0.63% hits. AID 588492;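 active = compounds giving at least 50% protection of heart cells from peroxide-induced death in the single-dose screen, raw or plate-pattern-corrected value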;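 note: 0% = DMSO wells with peroxide and 100% = DMSO wells without peroxide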
CaV13 FRET inh: Disruptors of the CACNA1D IQ motif to Ca2+-dependent inactivation inhibitor domain association, primary screening, Förster resonance energy transfer in intact living …; inhibition, % at 12.3 µM; HEK cells, CFP/YFP FRET ICDI-IQ, plate reader, 10 min; percent FRET-ratio fall versus neutral wells; 340,000 compounds, 0.098% hits; AID 743397;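 active = mean replicate inhibition of at least 30% and at least 1% of replicates passing that level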;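 note: 0% = median of the neutral control wells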
Vif inh: inhibitors of HIV Vif. inhibition, % at 7.49 µM. HEK293T cells, Vif self-association by quenched fluorescence, imaging, 24 h. 340,000 compounds, 0.35% hits. AID 602346; in the data active = inhibition above about 50%, passing the limit was not always enough; note: some results filed as inactive read as strong as hits
MC4R ag barr: agonists of human melanocortin 4 receptor (MC4R) beta-arrestin; activation, % at 8.9 µM; U2OS MC4R beta-arrestin complementation, luminescence; percent of melanotan II response, DMSO zero; 360,000 compounds, 0.98% hits;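 active = activation above a per-plate cutoff, the mean activation of sample wells on that plate plus 3 SD, cut at about 8% in these data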
PDI turbidity: PDI (human) enzyme inhibition; inhibition, % at 10 µM; P07237; PDI insulin aggregation turbidity, A650, 90 min; 350,000 compounds, 0.052% hits;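 active = mean inhibition across replicates of 30% or more, whatever share of single replicates reach that level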;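 note: absorbance from insulin aggregation driven by PDI reduction with DTT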
HTR2A ag: activates the mouse 5-HT2A serotonin receptor | P35363 | CHO-K1 mHTR2A beta-arrestin complementation, luminescence; percent of 30 µM serotonin response | activation, % at 7.6 µM | 360,000 compounds, 0.66% hits;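 active = activation above a run cutoff, the mean activation of all tested compounds plus 3 SD, cut at about 14% in these data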;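 note: 0% = plate median of compound wells and 100% = 30 µM serotonin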
Glyco luc inh: N-linked glycosylation inhibition; D54 ERlucT glycosylation luciferase reporter, 24 h; percent of 100 nM tunicamycin response; reporter increase, % at 12.5 µM; 360,000 compounds, 0.23% hits;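 active = mean luciferase reporter signal, scaled so untreated is 0 and the glycosylation-blocking control 100, at or above a set limit in every replicate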;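 note: luciferase carries N-glycosylation sites so blocking glycosylation raises the light; 0% = median of neutral control wells and 100% = median of 100 nM tunicamycin wells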
Active calls of the source: *; · = no result given.

Key to letters: A = ABCB6 inh MLPCN; B = aDG glyco act; C = MC4R antagonist; D = Cardio protect; E = CaV13 FRET inh; F = Vif inh; G = MC4R ag barr; H = PDI turbidity; I = HTR2A ag; J = Glyco luc inh
Compound: O=Cc1c(NCc2ccccc2Cl)c2ccccc2[nH]c1=O
  A = 98	B = 0.0	C = -4	D = 0	E = -20	F = 5	G = 0.4	H = -9	I = 7	J = 1

Compound: Cc1nnsc1C(=O)NNc1ccc(Cl)cc1
  A = 88	B = -0.1	C = 11	D = 4	E = -4	F = 0	G = 0.8	H = 4	I = -2	J = 2

Compound: O=C(c1ccccc1)c1ccc2nc(-c3ccc(NC(=O)c4ccccc4F)cc3)[nH]c2c1
  A = 94	B = 0.3	C = 17	D = -5	E = -6	F = 0	G = 12*	H = 3	I = 0	J = -4

Compound: Cc1cc(N=Cc2c(O)n(-c3cccc(C(F)(F)F)c3)c(=O)c3ccccc23)no1
  A = 93	B = -0.3	C = -4	D = 3	E = -5	F = -1	G = -1.0	H = -14	I = 0	J = 1

Compound: OC(COCc1ccc(Cl)cc1)CN1CCN(CC(O)COCc2ccc(Cl)cc2)CC1 (centres undefined)
  A = 97	B = 2.5	C = -3	D = -3	E = -6	F = -21	G = -1.5	H = 2	I = -3	J = -4

Compound: O=C(COc1ccccc1)NCC(=O)N/N=C/C=C/c1ccccc1
  A = 86	B = 0.0	C = 3	D = 3	E = -3	F = 1	G = -1.5	H = 1	I = -2	J = 2

Compound: Cc1ccccc1C(=O)NCC(=O)OC(C)C(=O)NC(C)CCc1ccccc1 (centres undefined)
  A = 99	B = 0.1	C = 18	D = 1	E = -6	F = -2	G = -1.7	H = 14	I = -6	J = -3

Compound: CC(=O)c1cccc(NC(=O)COC(=O)c2ccc3c(c2)OCCO3)c1
  A = 94	B = 0.0	C = -2	D = -4	E = -2	F = 5	G = -1.2	H = -3	I = -4	J = 1

Compound: CC(C)(C)OC(=O)NCCCCCNC(=O)c1[nH]cnc1C(=O)Nc1cccc(Cl)c1
  A = 89	B = 0.8	C = 14	D = 38	E = -5	F = -4	G = 5.5	H = 3	I = -6	J = 11

Compound: COc1ccc(/C=C(\NC(=O)/C=C/c2ccco2)C(=O)NCCc2nc3ccccc3[nH]2)cc1
  A = 106	B = -0.2	C = -8	D = 14	E = -5	F = -7	G = 1.7	H = 1	I = 7	J = -2

Six entries drawn at random from those above:
Key to letters: A = ABCB6 inh MLPCN; B = aDG glyco act; C = MC4R antagonist; D = Cardio protect; E = CaV13 FRET inh; F = Vif inh; G = MC4R ag barr; H = PDI turbidity; I = HTR2A ag; J = Glyco luc inh
Compound: CC(=O)c1cccc(NC(=O)COC(=O)c2ccc3c(c2)OCCO3)c1
  A = 94	B = 0.0	C = -2	D = -4	E = -2	F = 5	G = -1.2	H = -3	I = -4	J = 1

Compound: CC(C)(C)OC(=O)NCCCCCNC(=O)c1[nH]cnc1C(=O)Nc1cccc(Cl)c1
  A = 89	B = 0.8	C = 14	D = 38	E = -5	F = -4	G = 5.5	H = 3	I = -6	J = 11

Compound: Cc1cc(N=Cc2c(O)n(-c3cccc(C(F)(F)F)c3)c(=O)c3ccccc23)no1
  A = 93	B = -0.3	C = -4	D = 3	E = -5	F = -1	G = -1.0	H = -14	I = 0	J = 1

Compound: Cc1nnsc1C(=O)NNc1ccc(Cl)cc1
  A = 88	B = -0.1	C = 11	D = 4	E = -4	F = 0	G = 0.8	H = 4	I = -2	J = 2

Compound: COc1ccc(/C=C(\NC(=O)/C=C/c2ccco2)C(=O)NCCc2nc3ccccc3[nH]2)cc1
  A = 106	B = -0.2	C = -8	D = 14	E = -5	F = -7	G = 1.7	H = 1	I = 7	J = -2

Compound: O=Cc1c(NCc2ccccc2Cl)c2ccccc2[nH]c1=O
  A = 98	B = 0.0	C = -4	D = 0	E = -20	F = 5	G = 0.4	H = -9	I = 7	J = 1

(next part)
Key to letters: A = ABCB6 inh MLPCN; B = aDG glyco act; C = MC4R antagonist; D = Cardio protect; E = CaV13 FRET inh; F = Vif inh; G = MC4R ag barr; H = PDI turbidity; I = HTR2A ag; J = Glyco luc inh
Compound: O=C1Cc2cccc(=O)c(O)c2C(=O)O1
  A = 96	B = 0.4	C = -2	D = 1	E = -6	F = -6	G = -1.1	H = -8	I = 1	J = 0

Compound: CCCNC(=O)c1cc(-c2ccc(OC)cc2)n(CCCOC)c1C
  A = 93	B = 0.0	C = -4	D = 7	E = -5	F = -6	G = 2.4	H = -4	I = -1	J = -1

Compound: O=C(O)CCNC(=O)/C(=C/C=C/c1ccccc1)NC(=O)c1ccccc1
  A = 101	B = -0.1	C = -6	D = -2	E = 1	F = 0	G = -1.7	H = -41	I = -2	J = 0

Compound: CSCC[C@H](N)C(=O)NC[C@H]1CC[C@H](C(=O)N[C@@H](Cc2ccccc2)C(=O)O)CC1
  A = 96	B = 0.0	C = 3	D = 1	E = -19	F = -8	G = -1.7	H = -10	I = -3	J = -1

Compound: COc1ccc(S(=O)(=O)N2CCC(C(N)=O)CC2)c2ccccc12
  A = 84	B = -0.4	C = 11	D = 4	E = 0	F = 13	G = 0.1	H = -8	I = 3	J = 1

Compound: CCN(CC)CCNc1ccc(CO)c2oc3cc(Cl)ccc3c(=O)c12
  A = 101	B = 0.4	C = 0	D = -15	E = -18	F = ·	G = 0.1	H = -2	I = -11	J = 35*

Compound: CC(C)COc1ccc(C(=S)N2CCCC2)cc1
  A = 97	B = 0.0	C = 9	D = -5	E = -3	F = 3	G = 3.8	H = -6	I = -2	J = -1

Compound: CCc1ccccc1S(=O)(=O)Cc1ccc(C(=O)N2CCN(c3ccccn3)CC2)o1
  A = 103	B = 1.3	C = -5	D = 12	E = 1	F = -2	G = -0.9	H = -1	I = 1	J = -2

Compound: COC(=O)C1CCN(C(=O)COC(=O)CCc2nc3ccccc3c(=O)[nH]2)CC1
  A = 107	B = 0.1	C = 0	D = 32	E = -3	F = 3	G = -1.1	H = 18	I = 2	J = 1

Compound: CCOC(=O)[C@H]1[C@H]2COc3ccc(Br)cc3[C@@H]2N2C(=O)CN(Cc3ccccc3)C(=O)[C@@]12C
  A = 99	B = 0.2	C = -1	D = 1	E = -11	F = 4	G = 0.5	H = 3	I = -4	J = -2

Next structures follow:
Every second line gives: ABCB6 inh MLPCN	aDG glyco act	MC4R antagonist	Cardio protect	CaV13 FRET inh	Vif inh	MC4R ag barr	PDI turbidity	HTR2A ag	Glyco luc inh
C/C(=N\N(c1ccccc1)c1ccccc1)c1ccco1
 : 97	-0.1	6	0	-7	-5	1.9	-3	-2	-1
CC(=O)c1cnc2nc(SCc3ccccc3C)nn2c1C
 : 101	0.2	14	15	-5	1	-0.9	-1	-5	0
O=C(Nc1ccc(N2CCCCC2)cc1)c1ccc([N+](=O)[O-])o1
 : 97	-0.3	-7	-12	-9	16	-1.2	1	-9	-8
C=CCn1c(CNC(=O)c2ccco2)nnc1SCC(=O)c1ccc(OC)cc1
 : 101	4.3	1	1	-6	2	-1.3	-1	-3	0
CCc1nnc(NC(=O)CSc2nnc(Cc3ccccc3)n2-c2ccc(OC)cc2)s1
 : 98	0.3	9	4	-4	15	-2.8	4	-3	-1
COc1cc(S(=O)(=O)N2CCOCC2)cc(C(=O)OCC(=O)NC2CCCCC2)c1OC
 : 99	-0.2	4	9	-6	2	-1.9	-12	13	1
Cc1nc2c(N)nn(C)c2nc1C
 : 94	-0.4	-3	6	-10	0	-0.4	7	2	5
O=C1N=C(N2CCN(c3cccc4ccccc34)CC2)S/C1=C/c1cccs1
 : 96	-0.3	5	-11	-6	1	0.0	-7	0	1
CCOC(=O)Nc1ccc(Cc2ccncc2)cc1
 : 101	-0.1	3	-6	-6	-1	-2.3	10	0	-1
Cc1sc2ncnc(SCC(=O)NCC(C)C)c2c1C
 : 96	0.0	-1	-3	-7	-3	-1.4	6	-2	1
COc1cc2c(cc1O)C(Cc1ccc(O)cc1)NCC2 (centres undefined)
 : 99	0.5	11	4	-5	-2	-0.4	-3	-2	2
C/C=C/c1cccc(-c2nc(C(=O)N3CCOCC3)cc3c2[C@H](CCO)N(C(=O)NC(C)C)C3)c1
 : 97	-0.3	·	·	-7	·	·	·	-6	·
Cc1noc(C(=O)NCc2cccnc2)c1Cl
 : 99	-0.2	14	2	-6	-7	-0.7	3	0	2
C[C@H]1CN([C@@H](C)CO)C(=O)CCCn2cc(nn2)CO[C@@H]1CN(C)S(=O)(=O)c1ccc(Oc2ccccc2)cc1
 : 101	-0.1	1	-1	-6	·	-0.5	1	1	0
Cc1cccc(NC(=O)c2cc3cc([N+](=O)[O-])ccc3s2)n1
 : 91	0.1	7	-8	2	-9	-0.8	-1	4	1
Clc1ccc(-n2ncc3c(NCc4ccco4)ncnc32)cc1
 : 101	-0.2	5	-10	-5	-4	1.4	0	-1	15
CC(C)(O)C#Cc1ncc(C(F)(F)F)cc1Cl
 : 101	-0.1	8	-1	-7	0	-2.4	2	-4	1
COc1ccc(S(=O)(=O)N2CCC3(CC2)OCCN3S(=O)(=O)c2ccc(OC)cc2)cc1
 : 99	0.1	1	0	-4	2	-0.4	-2	11	-2
N#Cc1ccccc1S(=O)(=O)N1CCN(C(=O)c2cccc(S(=O)(=O)N3CCCC3)c2)CC1
 : 99	0.2	8	-1	-6	0	-0.1	0	0	2
COc1ccc(-c2cc(C3CCN(C(=O)OC(C)(C)C)CC3)[nH]n2)cc1
 : 91	0.7	-1	-15	-9	-5	-1.2	7	-2	-10
CN(C)/C=C/C(=O)c1ccc(C(F)(F)F)cc1F
 : 94	0.1	4	5	-1	10	-1.0	-3	1	2
O=C(Nc1ccccc1C(=O)NCCN1CCOCC1)c1ccco1
 : 96	0.2	8	8	-5	-2	-1.5	4	5	2
O=C(O)CCC(=O)NCC(=O)c1ccc(F)cc1
 : 101	0.0	17	4	-2	-3	-0.4	2	4	1
Cc1cccc(NC(=O)CC2(CC(=O)O)CCCC2)c1
 : 95	-0.1	0	1	-11	-9	0.1	-1	2	-1
O=C(/C=C/c1ccc2ccccc2n1)N1CCN(c2ccccc2)CC1
 : 101	-0.4	-6	11	-12	-8	1.2	-3	-2	1
COc1cc(CNCc2c[nH]c3ccccc23)cc(OC)c1
 : 93	0.3	-9	-14	-5	-4	-2.3	1	-7	-4
CCC(C)NC(=O)C(=O)NCc1ccccn1 (centres undefined)
 : 96	-0.2	-2	-4	-6	1	-3.0	-6	-2	1
S=C(c1nc2ccccc2[nH]1)N1CCOCC1
 : 96	-0.1	-3	2	-4	10	-1.2	-5	6	0
CSc1nc(-c2cccs2)c(C#N)c(=O)[nH]1
 : 102	0.0	45*	2	-9	-3	-1.4	5	8	0
COCCNC(=O)C1(C)CCCN(C(=O)c2ccccc2C(F)(F)F)C1 (centres undefined)
 : 99	-0.2	1	4	-4	-1	-3.0	0	0	3
Cc1c(NC(=O)COC(=O)c2c3c(nc4ccccc24)CCCC3)c(=O)n(-c2ccccc2)n1C
 : 99	-0.1	9	-6	-14	6	-2.6	-1	-2	-1
Cc1ccc([C@@H]2CC(=O)[C@@H]3CN(S(=O)(=O)c4ccc(C)cc4)[C@H](c4ccccc4)C[C@@H]3N2S(=O)(=O)c2ccc(Cl)cc2)cc1
 : 97	-0.3	9	0	-2	-3	-0.1	-16	10	-8
